Screens as filed in PubChem BioAssay.
PP1 inh: PP1-alpha (human) inhibition in PP5 counter-screen; P62136; purified PP1alpha, OMFP fluorescence; inhibition, % at 6.7 µM; 320,000 tested, 0.9% active; AID 2235;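 active = inhibition above the mean inhibition of all tested compounds plus 3 SD, computed separately for each screening campaign, cut at about 15% in these data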
Target sequence (P62136 whole entry, looked up): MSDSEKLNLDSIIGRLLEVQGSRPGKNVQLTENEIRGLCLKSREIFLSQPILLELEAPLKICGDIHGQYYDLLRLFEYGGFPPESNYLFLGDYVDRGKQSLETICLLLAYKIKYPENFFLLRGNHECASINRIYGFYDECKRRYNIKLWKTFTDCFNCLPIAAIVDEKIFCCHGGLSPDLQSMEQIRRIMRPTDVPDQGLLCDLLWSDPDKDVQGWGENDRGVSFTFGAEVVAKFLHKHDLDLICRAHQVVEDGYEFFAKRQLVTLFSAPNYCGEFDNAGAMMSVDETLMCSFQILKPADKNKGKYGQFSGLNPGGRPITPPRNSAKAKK
TPT1 inhibitor: blocks Candida albicans tRNA 2'-phosphotransferase; recombinant caTPT1, FP RNA substrate dephosphorylation; inhibition, % at 5 µM; 300,000 tested, 0.81% active; AID 1962;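 active = inhibition above the mean of all tested compounds plus 3 SD, set per screening campaign, cut at about 24% in these data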;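 also: plate controls were DMSO alone for no effect and ferristatin control at 100 nM for full effect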
proCasp7 act: activates human procaspase-7, counter-screen for procaspase-3 activators; recombinant procaspase-7, Ac-DEVD-pNA absorbance 405 nm; D23A/D198A/D206A triple mutant, cannot self-cleave; scale: DMSO 0, 5 µM enzyme 100; 330,000 tested, 0.093% active; activation, % at 8.5 µM;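 active = percent activation above the screen-wide mean plus 3 SD, cut at about 25% in these data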
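System: Uncleavable procaspase-7 mutant enzyme; Amount: 2 µM procaspase-7 mutant as dispensed; Schedule: 1 h compound preincubation, 2 h substrate cleavage, 25 °C; Measured by: 405 nm absorbance of p-nitroaniline; Evaluation: percent activation from buffer-corrected 0–120 min absorbance change; Control set: low DMSO alone, high DMSO plus 5 µM PC-7.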
JMJD2C inh: human JMJD2C demethylase inhibition; Q9H3R0; GST-JMJD2C(1-420) H3K9me3 demethylation, DELFIA europium; 330,000 tested, 0.069% active; inhibition, % at 2.35 µM;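 active = more than half of a compound's replicate wells show inhibition beyond 50%, single wells judged on their own value; inconclusive = some, but no more than half, of replicates pass 50% inhibition; inactive = no replicate passes 50% inhibition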;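 also: signal counts dimethyl H3K9 product captured on neutravidin plate; 0% = median of DMSO wells and 100% = 0.3 times that DMSO median; strong numbers were not always called active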
Target sequence (Q9H3R0 1-420 limits assumed): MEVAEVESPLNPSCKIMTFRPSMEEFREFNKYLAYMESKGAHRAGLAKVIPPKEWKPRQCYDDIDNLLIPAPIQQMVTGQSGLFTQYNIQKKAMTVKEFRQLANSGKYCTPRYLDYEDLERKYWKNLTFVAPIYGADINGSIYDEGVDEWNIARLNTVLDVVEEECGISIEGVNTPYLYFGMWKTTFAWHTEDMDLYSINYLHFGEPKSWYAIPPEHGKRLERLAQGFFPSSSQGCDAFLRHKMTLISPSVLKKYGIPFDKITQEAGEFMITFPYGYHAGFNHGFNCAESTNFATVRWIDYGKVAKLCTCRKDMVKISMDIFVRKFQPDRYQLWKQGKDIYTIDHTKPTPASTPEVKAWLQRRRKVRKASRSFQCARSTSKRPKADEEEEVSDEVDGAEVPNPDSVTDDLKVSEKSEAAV
PP5 inh: PP5 (human) phosphatase inhibition | purified PP5c, OMFP substrate fluorescence | inhibition, % at 6.7 µM | AID 1987 | 320,000 tested, 0.18% active;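 active = inhibition above the campaign's mean inhibition across all tested compounds plus 3 SD, cut at about 9.5% in these data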;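 also: 0% = DMSO only and 100% = 100 µM cantharidin control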
procasp3 activ: activators of human procaspase-3; P42574; recombinant procaspase-3 D3A, Ac-DEVD-pNA absorbance 405 nm; activation, % at 8.5 µM; 330,000 tested, 0.11% active;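 active = activation above the mean of all tested compounds plus 3 SD, cut at about 21% in these data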;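 also: 0% = DMSO alone and 100% = DMSO wells spiked with extra 5 µM PC-3 D3A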
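Assay system – Procaspase-3 D3A mutant, all three cleavage aspartates alanine · Controls – DMSO-only low control, 5 µM PC-3 D3A high control · Schedule – 1 h compound preincubation, 2 h substrate hydrolysis at 25 °C · Signal – 405 nm absorbance of p-nitroaniline, reads at 0 and 120 min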
CTSL1 counter: cathepsin L1 inhibition, PFM18AAP counter-screen | recombinant F. hepatica cathepsin L1, Z-Leu-Arg-MCA fluorescence | 300,000 tested, 0.49% active | inhibition, % at 5.96 µM;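 active = inhibition above the mean of all tested compounds plus 3 SD, set per screening campaign, cut at about 17% in these data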;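 also: 0% = plate median of test compound wells and 100% = 1 µM Z-Phe-Ala-diazomethylketone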
core dimer inh: blocks dimerization of HCV core protein; TR-FRET GST/Flag-core106 dimerization, 1536-well; inhibition, % at 5 µM; 300,000 tested, 0.33% active; AID 1899;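 active = inhibition above the mean of all tested compounds plus 3 SD, set per screening campaign, cut at about 45% in these data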
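assay system = GST-tagged and Flag-tagged HCV core protein residues 1-106 | controls = unlabelled core106 and no-GST-core106 wells | incubation = compound-protein-antibody incubation 4 h at 22.5 °C | probe or stimulus = Eu donor and XL665 acceptor anti-tag antibodies | read-out = % inhibition based on acceptor/donor emission ratio | signal = TR-FRET 671 and 617 nm emission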
Efflux pump mplx: antifungal efflux pump inhibition, Nile Red retention; inhibition, % at 10 µM; S. cerevisiae Candida pump triplex; 330,000 tested, 0.44% active; AID 485275;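 active = plate passing quality check with inhibition over a set limit, or well fluorescence over plate mean plus 4 SD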;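 also: Nile Red retained in pooled yeast measured as flow cytometry median fluorescence; 0% = buffer negative control and 100% = Enniatin B positive control; higher means more Nile Red kept so more efflux inhibition; some compounds called inactive have numbers as strong as hits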
Numbers without * were called inactive; ? = inconclusive; / = not tested or not shown; & = joins results of further samples.

entry	compound	PP1 inh	TPT1 inhibitor	proCasp7 act	JMJD2C inh	PP5 inh	procasp3 activ	CTSL1 counter	core dimer inh	Efflux pump mplx
1	CCN1C(=O)/C(=C2\C=Cc3ccccc3N2CC)OC1=S	-1	12	-5	3	-0.7	3	11	1	-0.1
2	CCCCC(=O)Nc1ccc(NC(=O)C2CC2)cn1	2	-3	3	4	4.4	4	-2	-6	0.1
3	CC(=O)c1cc(-c2ccc(F)cc2)n(CCC(=O)NC(C)(C)C)c1C	0	-1	-3	-32	1.6	1	-2	5	0.4
4	CCCn1c(C(C)Nc2nc(-c3ccc(C)cc3)cs2)nc2cc(Cl)c(N3CCCCC3)cc21 (stereo unspecified)	-1	-1	5	0	0.5	1	2	13	0.2
5	CCOC(=O)N1CCN(C(=O)c2ccc(N(Cc3ccccc3)S(C)(=O)=O)cc2)CC1	5	-7	7	1	0.6	2	-1	0	-0.1
6	CC(=O)N/C(=C/c1ccc2c(c1)OCO2)C(=O)N1CCOCC1	-3	2	12	-10	3.3	2	0	6	-0.1
7	COc1ccc(NC(=O)CSCC(=O)Nc2ccccc2C(=O)N2CCCCC2)cc1	0	/	-10	-9	-1.8	-1	/	/	0.1
8	Cc1cc(C)n2nc(SCC(=O)N(CCC#N)c3ccccc3F)nc2n1	-1	/	16	10	-1.5	-1	/	/	-0.2
9	CCn1nc(C)cc1C(=O)N1CCCC(N(C)CCc2ccc(OC)c(OC)c2)C1 (stereo unspecified)	-8	-1	-3	-1	1.0	3	3	10	1.1
10	COc1ccc(NC2CCCN(C(=O)CCN3CCOCC3)C2)cc1 (stereo unspecified)	2	-2	-10	-18	-0.5	2	5	-8	0.0
11	COc1cc(/C=C2\SC(=S)N(N3CCOCC3)C2=O)ccc1O	2	15	-10	-12	-0.2	-19	-1	-10	0.0
12	Cc1ccc(C2=NN(CC(=O)NCc3ccco3)C(=O)CC2)cc1	0	0	2	4	0.6	-5	-1	-3	-0.1
13	O=C(Nc1ccc(N2CCOCC2)cc1)C1CCN(S(=O)(=O)Cc2ccccc2)CC1	-1	-2	7	13	-0.6	-2	7	-1	0.0
14	CCn1c(-c2cc(OC)c(OC)c(OC)c2)n[nH]c1=S	-5	-1	-13	14	0.8	5	-1	-6	0.0
15	Oc1ccc(Cl)cc1CNc1ccccn1	1	-1	3	-5	2.3	0	3	-2	0.2
16	CCn1c(=O)cc(SCC(=O)NCc2ccc(C)o2)c2ccccc21	2	-3	-4	5	0.1	9	-2	-3	-0.1
17	CC(C)(C)c1ccc(C(=O)N2CCN(CCNC(=O)C(=O)NCc3ccccc3)CC2)cc1	-1	5	11	-8	-3.8	8	-1	-3	0.6
18	CC12CCCCC1NS(=O)(=O)OC2 (stereo unspecified)	-2	-4	-5	120	-1.7	8	-2	13	0.0
19	C/C=C/Cn1c(N(C)Cc2ccccc2)nc2c1c(=O)[nH]c(=O)n2C	0	0	8	28	1.7	3	2	4	-0.1
20	Cn1c(=O)[nH]c(NC2CCCCC2)c(N=O)c1=O	-5	7	-2	-3	-2.8	-1	-1	-6	0.0
21	COc1ccc(N(CC(=O)N2CCC(C)CC2)S(=O)(=O)c2c(C)nn(C)c2C)cc1	1	-1	9	9	2.0	5	-2	-6	-0.2
22	Cc1cc(C)nc(SCC(=O)NC2CCCC2)n1	-5	0	-8	13	-3.3	3	8	-3	0.0
23	Cc1c(C(=O)NC2CCCc3ccccc32)oc2ccccc12 (stereo unspecified)	3	-3	-2	-15	2.8	11	0	2	0.1
24	Cc1csc(-c2cnn(-c3ccccc3)c2NC(=O)c2ccc(C(F)(F)F)cc2)n1	4	-2	-1	0	5.5	-6	0	-1	-0.2
25	CCOC(=O)c1ccc(NC(=O)c2cc(S(=O)(=O)N3CCOCC3)ccc2O)cc1	0	-5	6	-2	1.4	7	0	7	0.0
26	CCCn1nc(C(=O)N2CCN(S(=O)(=O)c3ccc(C)c(C)c3)CC2)c2ccccc2c1=O	-3	/	3	-5	1.2	-8	/	/	0.0
27	CCN1CCN(Cc2cc(=O)oc3ccc(Cl)cc23)CC1	-2	14	2	-23	3.2	11	-2	5	0.0
28	Cc1cc(C(=O)N/N=C/C=C/c2ccc([N+](=O)[O-])cc2)n[nH]1	7	3	-5	-4	0.8	-2	-3	2	0.0
29	Cc1ccc(S(=O)(=O)NCCSc2nnnn2-c2cc(C)ccc2C)cc1	5	0	5	-1	2.1	-3	3	6	0.0
30	Cc1cc(C)c(NC(=O)COC(=O)Cn2nc(-c3ccccc3)oc2=O)c(C)c1	/	/	4	9	/	3	/	/	-0.1
31	CC(C)OC(=O)CC(=O)CSc1nc2c(cc1C#N)CCCCC2	4	-1	37*	-6	4.3	18	4	1	-0.1
32	Cc1ccc(NC(=O)CN(C)C(=O)c2cc(S(=O)(=O)N(C)C)ccc2N2CCCC2)cc1	-5	1	7	0	0.7	-10	-3	3	-0.1
33	CCCCNC(=O)N1CCN(C(=O)c2ccco2)CC1	-3	-1	2	19	1.6	-6	-1	5	0.0
34	CCOc1cc(C(=S)N2CCCCC2)ccc1OS(=O)(=O)c1ccc(Br)cc1	4	2	-9	9	2.3	-4	-5	-1	0.2
35	Nc1cc(=O)nc(SCC(=O)NC2CCCCC2)n1-c1ccccc1	0	1	8	5	-0.7	5	-2	-7	0.1
36	CC1CCCCN1CC(=O)Nc1ccc2c(c1)OCO2 (stereo unspecified)	2	/	-2	7	2.7	-4	/	/	0.1
37	C#CCN(C)Cc1ccccc1	-5	-1	14	16&11	1.6	2	-6	-1	0.2
38	COc1cc(C)c(Br)cc1S(=O)(=O)N1CCCC1	-5	-5	5	?	0.2	-2	-4	0	0.0
39	CC(=O)NS(=O)(=O)c1ccc(NS(=O)(=O)c2ccccc2[N+](=O)[O-])cc1	-1	6	-3	-8	-2.6	5	0	0	-0.1
40	COCCCNC(=O)c1cc(Nc2ccc(OC)cc2OC)nc2ccccc12	2	-1	3	0	0.0	-2	-1	-5	0.0
41	CCOc1ccccc1NC(=S)N1CCCCCC1	-2	1	-2	2	0.5	4	0	8	0.0
42	COc1ccc2cc(CCC(C)=O)ccc2c1	-3	-1	-6	?	1.9	-1	-1	-1	-0.1
43	CCOC(=O)c1c(C)[n+](-c2ccc(C)cc2)c(CC)c2cc(OC)c(OC)cc12	-1	-1	-7	9	0.9	-5	2	5	0.1
44	CCOC(=O)c1c(NC(=O)COC)sc(C)c1C	1	-1	1	12	0.8	5	2	2	-0.1
45	NC(=O)CCc1nc2cc(C(F)(F)F)ccc2n(Cc2ccccc2)c1=O	-3	0	-6	-7	0.6	0	8	7	-0.1
46	O=C(CSc1n[nH]c(=O)n1C1CC1)Nc1ccc(F)c(Cl)c1	/	/	0	-6	/	3	/	/	0.2
47	COc1ccccc1N1CCN(C(=O)C(=O)c2c(C)n(C)c3ccccc23)CC1	-2	-3	2	0	0.7	10	-2	-2	-0.1
48	COC(=O)CNC(=O)CNC(=O)Nc1ccccc1	3	0	-6	20	0.1	10	3	2	-0.1
49	CCN1CCN(c2nc3sc4c(c3c(=O)n2-c2ccc(OC)cc2)CCCCC4)CC1	-1	7	11	-7	0.1	3	0	4	0.3
50	N/C(=N\OC(=O)C1CCCCC1)c1cccnc1	-8	2	15	4	3.8	-2	1	-4	0.2
51	CN1CCN(C(=O)c2cc(COc3c(F)cccc3F)on2)CC1c1ccccc1 (stereo unspecified)	0	1	1	-24	0.3	-4	5	11	0.3
52	CCCCc1ccc(N2C(=NC(=O)C3CCCO3)SC3CS(=O)(=O)CC32)cc1 (stereo unspecified)	-3	-1	1	5	1.2	-3	0	0	0.0
53	COCCN1Cc2cccc(C(=O)NCCc3ccccc3)c2C1=O	-1	-1	3	2	-1.5	4	-2	3	0.1
54	CCOC(=O)C1CCN(Cc2cn[nH]c2-c2ccc(C)cc2)CC1	-3	0	6	7	1.1	1	1	0	0.1
55	O=C(Nc1cccn(Cc2c(Cl)cccc2Cl)c1=O)C1CC1	0	2	-3	-9	0.7	5	-2	1	0.0
56	O=C(NCCS(=O)(=O)N1CCN(c2ccccc2)CC1)c1ccccc1F	-3	1	6	?	0.1	-12	-1	-3	0.1
57	O=C(Cc1ccc([N+](=O)[O-])cc1)c1ccc(O)cc1O	0	-2	1	21	-1.5	9	4	-4	0.1
58	CCc1ccc(Nc2n[n+](-c3ccccc3)c(-c3ccc(N(CC)CC)cc3)s2)cc1	24*	105*	-18	-1	1.2	-18	1	-13	2.1
59	C=CCOC(=O)c1cn(CC)c2nc(C)ccc2c1=O	4	1	1	-17	-0.9	-2	5	-2	0.0
60	Cc1ccccc1C(=O)NNC(=O)c1cc(N)cc([N+](=O)[O-])c1	1	-4	-2	-6	1.0	9	-1	9	0.0
61	CC(C#N)Sc1ccc(S(=O)(=O)N2CCCCC2)cn1 (stereo unspecified)	1	/	5	5	2.0	-1	/	/	0.0
